# TRPC6 activator = mouse TRPC6 channel activators, primary screen, cell-based, HEK293, membrane potential dye; Short transient receptor potential channel 6 (Mus musculus), Q61143; HEK293-TRPC6 membrane potential dye fluorescence; active compounds read high; B-score at 10 µM; 310,000 compounds, 0.13% hits; AID 2550, 2010;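 active = B-score of the integrated fluorescence ratio above library mean plus 3 SD, and starting fluorescence ratio within library mean plus 5 SD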;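 note: higher score means more depolarization so channel activation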
# TRPC4 potent = positive allosteric modulators of TRPC4, primary screen, cell-based, mouse TRPC4beta, HEK293 mu-opioid, Fluo-4 calcium; Short transient receptor potential channel 4 (Mus musculus), Q9QUQ5; AID 2227, 2009; 310,000 compounds, 0.42% hits; DAMGO EC20, Fluo-4 Ca2+ flux; active compounds read high; B-score at 10 µM;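 active = B-score of calcium response area above 5 SD of library B-scores, with initial fluorescence ratio within 5 SD of library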;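 note: B-score of integrated fluorescence ratio over time as area under calcium response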
# Target sequence (Q9QUQ5 whole entry, looked up): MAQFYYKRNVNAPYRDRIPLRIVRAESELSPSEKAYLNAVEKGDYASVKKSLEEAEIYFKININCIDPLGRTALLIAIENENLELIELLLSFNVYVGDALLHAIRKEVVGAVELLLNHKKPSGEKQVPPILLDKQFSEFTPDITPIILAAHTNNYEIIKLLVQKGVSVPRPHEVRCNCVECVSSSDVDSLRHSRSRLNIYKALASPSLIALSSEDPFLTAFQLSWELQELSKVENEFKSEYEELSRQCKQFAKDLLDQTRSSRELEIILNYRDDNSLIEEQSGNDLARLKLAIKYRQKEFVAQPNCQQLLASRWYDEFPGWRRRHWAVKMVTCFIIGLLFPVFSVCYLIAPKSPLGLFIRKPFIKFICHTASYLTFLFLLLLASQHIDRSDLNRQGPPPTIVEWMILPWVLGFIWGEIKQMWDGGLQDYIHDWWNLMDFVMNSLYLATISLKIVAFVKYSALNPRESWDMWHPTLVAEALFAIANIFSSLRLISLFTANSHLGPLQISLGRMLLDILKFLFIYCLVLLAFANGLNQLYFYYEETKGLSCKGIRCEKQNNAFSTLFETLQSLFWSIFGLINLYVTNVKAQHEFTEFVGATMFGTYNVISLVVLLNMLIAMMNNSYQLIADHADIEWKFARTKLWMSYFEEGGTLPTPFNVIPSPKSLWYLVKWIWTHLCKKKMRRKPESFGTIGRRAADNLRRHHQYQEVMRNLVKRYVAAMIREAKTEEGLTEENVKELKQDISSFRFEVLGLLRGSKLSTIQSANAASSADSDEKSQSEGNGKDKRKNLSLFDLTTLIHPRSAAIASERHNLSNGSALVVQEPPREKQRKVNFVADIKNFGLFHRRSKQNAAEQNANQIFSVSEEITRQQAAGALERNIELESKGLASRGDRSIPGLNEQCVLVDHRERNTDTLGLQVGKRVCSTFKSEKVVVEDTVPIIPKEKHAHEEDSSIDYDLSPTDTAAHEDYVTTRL
# MrgX1 antag = antagonists of human MrgX1 receptor, primary screen, HEK293 cells, Fluo-4 calcium flux; BAM8-22 antagonism; active compounds read low; B-score at 10 µM; 310,000 compounds, 1.3% hits; AID 588676, 2011;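 active = calcium-response B-score plate-corrected more than 3 library SD below zero, starting fluorescence within 5 deviations, no agonist response on first addition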;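 note: peak minus trough fluorescence over baseline after final BAM8-22 challenge near maximal dose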
# MrgX1 allo act = positive allosteric modulators of MrgX1, primary screen, HEK293 cells, Fluo-4 calcium flux; Mas-related G-protein coupled receptor member X1 (Homo sapiens), Q96LB2; FDSS; active compounds read high; B-score at 10 µM; 310,000 compounds, 0.63% hits; AID 588675, 2011;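 active = plate-corrected calcium response at least 3 library SD above typical, normal starting fluorescence, not activating the receptor alone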;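 note: compound read alongside a low EC10 to EC30 dose of BAM8-22 agonist; peak minus trough fluorescence over baseline measured at the second addition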
# TRPC4 act = activators of mouse TRPC4 channel, primary screen, Fluo4 calcium, HEK293 TRPC4beta/mu-opioid cells | Short transient receptor potential channel 4 (Mus musculus), Q9QUQ5 | B-score at 10 µM | Fluo4 calcium fluorescence; active compounds read high | 310,000 compounds, 0.49% hits | AID 2237, 2010;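 active = B-score above 5 SD of library B-scores, and initial fluorescence ratio not above library mean plus 5 SD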;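 note: positive B-score marks a calcium rise read as TRPC4 activation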
#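 Material: HEK293 stable line with TRPC4beta plus mu-opioid receptor; technique: Fluo4 calcium-sensitive dye fluorescence, kinetic, 1 Hz baseline; timing: Fluo4 dye loading 45 min at room temperature, 110 s recording; controls: assay buffer as low control, maximal DAMGO as high control; read-out: integrated baseline-normalised fluorescence ratio, converted to per-well B score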
# MrgX1 agonist = agonists of human MrgX1 receptor, primary screen, HEK293 cells, Fluo-4 calcium flux. AID 588627, 2011. Fluo-4 calcium fluorescence, agonist mode; active compounds read high. Mas-related G-protein coupled receptor member X1 (Homo sapiens), Q96LB2. 310,000 compounds, 0.44% hits. B-score at 10 µM;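 active = calcium response B-score plate-corrected fluorescence ratio at least 3 library SD, with starting fluorescence B-score inside 5 SD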
#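 System – MrgX1-expressing HEK293 cells · Incubation – cells plated overnight, dye loaded 0.5 h 37 °C, 0.5 h room temperature · Technique – kinetic Fluo-4 NW fluorescence of intracellular calcium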
# TRPC6 inh = mouse TRPC6 channel inhibitors, primary screen, cell-based, HEK293, membrane potential dye | Short transient receptor potential channel 6 (Mus musculus), Q61143 | B-score at 10 µM | 310,000 compounds, 1.1% hits | ACh-evoked depolarization; active compounds read low;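 active = B-score under library mean minus 3 SD, initial fluorescence not abnormally high, positive integrated signal ratio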;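 note: B-score derived from integrated fluorescence ratio over the kinetic read; more negative B-score means stronger inhibition of depolarization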
# TRPC4 block = inhibitors of mouse TRPC4 channel, primary screen, Fluo4 calcium, HEK293 TRPC4beta/mu-opioid cells; B-score at 10 µM; 300,000 compounds, 0.39% hits; DAMGO-evoked Fluo4 calcium flux; active compounds read low; AID 2247, 2010;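 active = B-score over 3 SD under the library average, no early fluorescence shift, positive overall ratio signal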
#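 Assay system: TRPC4beta/mu-opioid receptor HEK293 cell line; compound dosing: single concentration per test compound; detection: Fluo4 Ca2+ flux fluorescence; evaluation: per-well B score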
# TMEM16A inh = TMEM16A chloride channel inhibitors, primary screen, cell-based, HTS | 310,000 compounds, 1.2% hits | Anoctamin-1 (Mus musculus), Q8BHY3 | HEK293 TMEM16A/YFP iodide influx fluorescence, ionomycin | normalized B-score (activity score, 25-100; higher = stronger inhibition) at 10 µM;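 active = ratio plate-corrected score three or more library SD toward inhibition, starting fluorescence score within five deviations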;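 note: score derived from kinetic fluorescence span divided by baseline fluorescence per well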
# SKKanGAS inh = S. pyogenes SKKanGAS growth inhibitors in kanamycin, primary screen, streptokinase expression inhibitor project, SKKanGAS strain, BacTiter-Glo luminescence; 300,000 compounds, 1.3% hits; AID 1662, 2009; 6 h; inhibition, % at 7.5 µM;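 active = mean replicate score, as percent of positive control median, at least 50; inconclusive = mean below 50 but one replicate at or above 50; inactive = mean and every replicate below 50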;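 note: strain carries kanamycin resistance gene driven by streptokinase promoter and grows in 40 µg/ml kanamycin; loss of luminescence reflects streptokinase promoter inhibition or plain growth inhibition; 0% = median of DMSO wells and 100% = positive control at its reference dose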
# TMEM16A act = TMEM16A chloride channel activators or potentiators, primary screen, cell-based, HTS. Anoctamin-1 (Mus musculus), Q8BHY3. HEK293 TMEM16A/YFP-H148Q/I152L, iodide quench fluorescence; active compounds read low. B-score at 10 µM. 340,000 compounds, 0.3% hits. AID 623877, 2012;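 active = fluorescence-ratio B-score plate-corrected deviation score at least 3 library SD below zero, with starting fluorescence score within 5 deviations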;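 note: channel opened by trigger with iodide after compound preincubation; score built on the fluorescence ratio of max minus min over baseline; more negative score means more quench and so TMEM16A activation or potentiation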
# * hit, by the source's call; i = inactive; ? = inconclusive; nt = no result given. Rows are unselected. About 6.7% of those tested had a hit in this group.
SMILES,TMEM16A act,MrgX1 agonist,TMEM16A inh,TRPC4 potent,SKKanGAS inh,TRPC6 inh,MrgX1 antag,MrgX1 allo act,TRPC6 activator,TRPC4 block,TRPC4 act
O=C(CSc1nnc(CNC(=O)c2c(F)cccc2F)o1)Nc1ccc2c(c1)OCCO2,i,i,i,i,21,i,i,i,i,i,i
Cc1cccc(NC(=O)Cn2cnc3ccc(S(=O)(=O)N4CCC(C)CC4)cc3c2=O)n1,i,i,i,i,2,i,i,i,i,i,i
Fc1cccc(C2CC(c3cccc(Br)c3)Nc3nnnn32)c1 (configuration not stated),i,i,i,i,8,i,i,i,i,i,i
C/C(CCC(C)C)=N\NS(=O)(=O)c1ccc(C)c([N+](=O)[O-])c1,i,i,i,i,4,i,i,i,i,i,i
Cc1nc(CS(=O)(=O)c2ccccn2)sc1C(=O)NNC(=O)c1ccccc1,i,i,i,i,0,i,i,i,i,i,i
CNC(=S)N(Cc1ccccc1)Cc1cccnc1,i,i,i,i,-1,i,i,i,i,i,i
Cc1ccc(Cn2c(SCCN3CCCCC3)nc3c2c(=O)n(C)c(=O)n3C)cc1,i,i,i,70*,-8,i,i,i,i,i,43*
COC(=O)C1=C(C)OC(N)=C(C#N)C1c1ccc(OC)c(CSc2ccccn2)c1 (configuration not stated),i,i,i,i,-6,i,i,i,i,i,i
Cc1cc(-n2c(C)cc(C(=O)COC(=O)CN=C3NS(=O)(=O)c4ccccc43)c2C)no1,i,i,i,i,3,i,i,i,i,i,i
CCCOc1ccc(N2CC(C(=O)Nc3ncccc3C)CC2=O)cc1 (configuration not stated),i,i,i,i,-2,i,i,i,i,i,i
Cc1ccc(Cl)cc1N(CC(=O)NC(C)c1ccccc1)S(C)(=O)=O (configuration not stated),i,i,i,i,-2,i,i,i,i,i,i
CCn1cc(C(=O)N2CCN(c3ccccn3)CC2)c2cc(OC)c(OC)cc2c1=O,i,i,i,nt,nt,nt,i,i,nt,nt,nt
Cc1cccc(CCNC(=O)C2CCCN(S(=O)(=O)c3cnc[nH]3)C2)c1 (configuration not stated),i,i,i,i,-6,i,i,i,i,i,i
Cn1c(=O)c2c(nc(Sc3ccccc3N)n2C)n(C)c1=O,i,i,i,i,0,i,i,i,i,i,i
Cc1ccc(OCCOc2ccc(Cl)cc2Cl)c([N+](=O)[O-])n1,i,i,i,i,3,i,i,i,i,i,i
COc1cccc(NC(=O)c2nnn(CCc3ccccc3)c2N)c1,i,i,i,i,-6,i,i,i,i,i,i
Cn1nc(C(F)(F)F)c(C#N)c1N1CCN(c2ccccc2)CC1,i,i,i,i,-3,i,i,i,i,i,i
Cc1cc(C)nc(Sc2c(C)nn(-c3ccccc3)c2C)n1,i,i,i,i,6,i,i,i,i,i,i
CCOc1ccc(S(=O)(=O)N(CC)CC(=O)N2CCCC2)cc1,i,i,i,i,1,i,i,i,i,i,i
COc1cc(CN2CCN(CCc3ccccc3)C(CCO)C2)cc(OC)c1 (configuration not stated),i,i,i,i,-3,i,i,i,i,i,i
CC(C)(C)n1nnnc1C(c1ccc(C(F)(F)F)cc1)N(Cc1ccccc1)Cc1ccco1 (configuration not stated),i,i,i,i,-11,i,i,i,i,i,i
CC1CN(C(=O)CCNC(=O)c2ccccc2Cl)CC(C)O1 (configuration not stated),i,i,i,i,-16,i,i,i,i,i,i
Cc1ccccc1N=C1NC(=O)C(CO)(CO)S1,i,i,i,i,-5,i,i,i,i,i,i
CC(OC(=O)c1snc(C(=O)NC2CCCCC2)c1N)C(=O)NC1CCCCC1 (configuration not stated),i,i,i,i,10,i,i,i,i,i,i
CCCNC(=O)C(NS(=O)(=O)c1ccc2c(c1)c(=O)n(C)c(=O)n2C)c1ccccc1 (configuration not stated),i,i,i,i,-6,i,i,i,i,i,i
COC(=O)C1C(c2ccccc2)C(C(=O)OCc2ccco2)C1c1ccccc1 (configuration not stated),i,i,i,i,-3,i,i,i,i,i,i
Cc1ccc(C)c(S(=O)(=O)N2CCCCC2CCNC(=O)C(=O)NCc2ccco2)c1 (configuration not stated),i,i,i,i,-4,i,i,i,i,i,i
COc1cccc(NC(=O)CCc2nnc3ccc(NCc4ccco4)nn23)c1,i,i,i,i,-2,i,i,i,i,i,i
O=C(SCC(O)C(O)CS)c1cccs1 (configuration not stated),i,i,i,i,-2,i,i,i,i,i,i
NC(=O)CSc1nc(C2CC2)nc2sc3c(c12)CCCC3,i,i,i,i,7,i,i,i,i,i,i
O=[N+]([O-])c1ccc(/C=N/Nc2ccccn2)cc1,i,i,i,i,1,i,i,i,i,i,i
Cc1cccc(C)c1NCc1nnc(SCC(=O)Nc2nc(-c3ccccc3)cs2)n1-c1ccccc1,i,i,i,i,0,i,i,i,i,i,i
O=c1oc2ccccc2cc1-c1ccccc1,i,i,i,i,-11,i,i,i,i,i,i
COc1ccc(C2CC(c3ccccc3)=NN2c2ccc(/C=N/NC(=O)c3ccncc3)cc2)cc1 (configuration not stated),i,i,i,i,41,i,i,i,i,i,i
O=C(COC(=O)c1ccc(NS(=O)(=O)c2ccc(F)c(F)c2)cc1)NCC1CCCO1 (configuration not stated),i,i,i,i,-7,i,i,i,i,i,i
Cn1nc(C(C)(C)C)c([N+](=O)[O-])c1C(=O)N1CCCCCC1,i,i,i,i,-1,i,i,i,i,i,i
C/C(=C\C(=O)c1ccc(Br)cc1)NNC(=O)c1ccc(O)cc1,i,i,i,i,10,i,i,i,i,i,i
N#Cc1c(-c2ccccc2)ccn(Cc2cccc(Cl)c2)c1=O,i,i,i,i,8,i,i,i,i,i,i
CCc1cc[n+](CC(=O)Nc2ccc(Cl)cc2Cl)cc1,i,i,i,i,-5,i,i,i,i,i,i
CC(=O)C1=C(O)C(=O)N(CCC(=O)O)C1c1cccc(F)c1 (configuration not stated),i,i,i,i,-3,i,i,i,i,i,i
CC(C)CNC(=O)COC(=O)CCC(=O)c1ccc(F)cc1,i,i,i,i,-6,i,i,i,i,i,i
Cc1nc(N(C)C)c2sc(=S)n(Cc3ccccc3)c2n1,i,i,i,i,22,i,i,i,i,i,i
Cc1cc(C)cc(NC(=O)C/C(N)=N/O)c1,i,i,i,i,-4,i,i,i,i,i,i
CCc1nnc(NC(=O)Cn2nnc(-c3ccccc3F)n2)s1,i,i,i,i,-3,i,i,i,i,i,i
CC(C)c1ccccc1OCC(=O)NC1CCCc2ccccc21 (configuration not stated),i,i,i,i,?,i,i,i,i,i,i
O=[N+]([O-])c1ccc(S(=O)(=O)c2ccccc2)nc1,i,i,i,i,-1,i,i,i,i,i,i
CCOC(=O)c1nnn(CC(=O)N2N=C(c3cccc4ccccc34)CC2c2ccccc2)c1C(=O)OCC (configuration not stated),i,i,i,i,9,i,i,i,i,i,i
CC(C)c1ccc(N(C(=O)c2cc3ccccc3oc2=O)C2C=CS(=O)(=O)C2)cc1 (configuration not stated),i,i,i,i,-11,i,i,i,i,i,i
COC(=O)C1=C(O)/C(=C\c2cc(C)n(-c3ccccc3F)c2C)N=C1C,i,i,i,i,3,i,i,i,i,i,i
CCOC(=O)N1CCN(C(=O)c2cn(CC)c3ccc(S(=O)(=O)N(C)C4CCCCC4)cc3c2=O)CC1,i,i,i,i,1,i,i,i,i,i,i
COc1ccc(NC(=O)COc2nsnc2N2CCOCC2)c(OC)c1,i,i,i,i,-2,i,i,i,i,i,i
CCOc1cccc(CN2CCN(CCCc3ccccc3)C(CCO)C2)c1O (configuration not stated),i,i,i,i,1,i,i,i,i,i,i
CCOC(=O)c1cn(-c2ccc(F)c(F)c2F)c2c(F)c(F)c(F)cc2c1=O,i,i,i,i,11,i,i,i,i,i,i
O=C(c1csc2ccccc12)N1CCN(c2ccccn2)CC1,i,i,i,i,-6,i,i,i,i,i,i
O=Cc1ccccc1-c1cn(CN2C(=O)c3ccccc3C2=O)nn1,i,i,i,i,-1,i,i,i,i,i,i
C[C@H]1[C@H](C)CC[C@]2(C(=O)O)CC[C@]3(C)C(=CC[C@@H]4[C@@]5(C)CC[C@H](O)C(C)(C)[C@@H]5CC[C@]43C)[C@H]12,i,i,i,i,107*,i,i,i,i,i,i
CC(C)C(=O)NNC(=O)CSc1ncnc2c1cnn2-c1ccccc1Cl,i,i,i,i,1,i,i,i,i,i,i
CN(Cc1nc(C(c2ccccc2)c2ccccc2)no1)CC1COCCO1 (configuration not stated),i,i,i,i,-7,i,i,i,i,i,i
COC(CN(C)S(=O)(=O)c1cc2c3c(c1)CCC(=O)N3CCC2)OC,i,i,i,i,0,i,i,i,i,i,i
Cc1c(Cl)c([N+](=O)[O-])nn1CCCC(=O)Nc1cccc(Cl)c1Cl,i,i,i,i,2,i,i,i,i,i,i
NS(=O)(=O)c1ccc(NC(=O)Nc2cccc3ccccc23)cc1,i,i,i,i,2,i,i,i,i,i,i
COc1ccc(C)cc1S(=O)(=O)NC(C)C(=O)NC1CC1 (configuration not stated),i,i,i,i,1,i,i,i,i,i,i
